# phage Ecoli inh = E. coli growth loss with phage present; growth absorbance; inhibition, % at 11.9 µM; 0.26% of 360,000 active; AID 651602; in the data active means inhibition above about 11%
# Ecoli viability = counter-screen for AddAB inhibitors: E. coli growth inhibition; E. coli V3065 growth, OD600 absorbance, 18 h; inhibition, % at 11.9 µM; 0.27% of 330,000 active;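 active means inhibition above the campaign's mean inhibition across all tested compounds plus 3 SD, cut at about 9.9% in these data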;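 further: uninfected addAB+ strain grown without phage in ampicillin broth; 0% = DMSO wells and 100% = ciprofloxacin 0.95 µg/ml wells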
# HTR5A inv ag = counter-screen for OPRM1-OPRD1 inverse agonists: human HTR5A inverse agonism | AID 504634 | inhibition, % at 9.3 µM | P47898 | 0.083% of 340,000 active | HTR5A cell line, luminescence; in the data active means inhibition mostly above about 23%, no sharp cut-off; inactive means mostly below about 18%;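 further: 0% = cells with DMSO and 100% = no-cell wells with DMSO; some compounds called inactive have numbers as strong as hits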
# Target sequence (P47898 whole entry, looked up): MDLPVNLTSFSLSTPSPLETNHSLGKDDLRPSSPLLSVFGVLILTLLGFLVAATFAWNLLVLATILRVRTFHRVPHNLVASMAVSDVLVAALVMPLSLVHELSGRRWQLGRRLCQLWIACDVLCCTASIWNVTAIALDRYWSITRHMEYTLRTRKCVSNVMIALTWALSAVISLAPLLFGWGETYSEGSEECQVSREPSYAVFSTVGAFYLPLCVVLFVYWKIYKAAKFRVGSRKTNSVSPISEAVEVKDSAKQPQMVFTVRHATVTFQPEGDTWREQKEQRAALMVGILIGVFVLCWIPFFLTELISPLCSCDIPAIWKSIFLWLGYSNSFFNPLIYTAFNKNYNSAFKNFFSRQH
# MOR-DOR ag = OPRM1-OPRD1 heterodimerization agonism; cells, luminescence; activation, % at 9.3 µM; 0.3% of 340,000 active; AID 504326; in the data active means activation above about 18%;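 further: 0% = vehicle-treated cells and 100% = reference agonist; values of inactives mirror those of a sister screen read the other way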
# OPRM1-OPRD1 inv = inverse agonists of human mu-delta opioid receptor heterodimerization | cell-based MOR-DOR heterodimer luminescence, inverse agonism | 0.21% of 340,000 active | inhibition, % at 9.3 µM | P35372+P41143 | AID 504357; in the data active means inhibition above about 22%, passing the limit was not always enough;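 further: 0% = cells with DMSO and 100% = wells without cells with DMSO; values of inactives mirror those of a sister screen read the other way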
# SUMO Mot1 rescue = SUMOylation pathway inhibition by Mot1-301 growth rescue | S. cerevisiae Mot1-301 growth rescue, ATP luminescence, 38.5C; percent above DMSO median, 100 means doubled | growth rescue, % at 18.8 µM | 1% of 320,000 active;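 active means every valid replicate shows activation above 250% relative to neutral control wells; inactive means the rest, any valid replicate at or below 250%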;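 further: OY570 slx delta 5 strain wells were the positive control but not used for scaling; some compounds called inactive have numbers as strong as hits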
# PKA-R2B activ = PKA-R2B complex activation; P22694+P31323; PKA-R2B holoenzyme dissociation, Cy5-IP20 fluorescence polarization; R2B truncated from residue 108, S112A mutant; 0% DMSO only, 100% 113 µM cGMP; activation, % at 11.4 µM; 0.079% of 340,000 active; AID 504700;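 active means activation above a cutoff set at the mean over all compounds plus 3 SD, cut at about 18% in these data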;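 further: higher means more holoenzyme dissociation and a rise in polarization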
# Target sequence (P31323 whole entry, looked up, other chains not shown, the tested form may be a part): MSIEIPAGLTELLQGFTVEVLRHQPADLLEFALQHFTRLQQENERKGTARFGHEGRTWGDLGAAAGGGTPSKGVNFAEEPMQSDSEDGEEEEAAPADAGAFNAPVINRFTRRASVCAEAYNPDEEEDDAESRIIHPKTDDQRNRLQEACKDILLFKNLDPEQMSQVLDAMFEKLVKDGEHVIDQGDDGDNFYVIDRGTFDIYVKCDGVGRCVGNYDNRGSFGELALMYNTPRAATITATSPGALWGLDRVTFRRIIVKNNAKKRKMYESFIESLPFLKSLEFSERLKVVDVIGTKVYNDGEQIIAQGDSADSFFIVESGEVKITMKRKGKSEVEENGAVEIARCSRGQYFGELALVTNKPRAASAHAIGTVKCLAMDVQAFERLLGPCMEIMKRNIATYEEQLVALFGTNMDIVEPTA
# Tat transport = blocks Tat-dependent protein export in E. coli. E. coli MC4100 TorA-mCherry Tat export, fluorescence. inhibition, % at 10 µM. 0.036% of 340,000 active;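 active means mean replicate inhibition at least 50% and at least half of replicates individually reaching 50%; inconclusive means only one of the two criteria met; inactive means neither criterion met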;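 further: exported cargo escapes ClpAP degradation while cytoplasmic cargo is degraded and loses fluorescence; 0% = median of neutral control wells and 100% = median of NaSCN control wells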
# AddAB inh = less growth of phage-infected E. coli with AddAB. inhibition, % at 11.9 µM. AID 435030. E. coli expressing H. pylori AddAB, absorbance growth. 0.29% of 330,000 active; in the data active means inhibition above about 12%;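 further: 0% = vehicle wells of infected cells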
# PfHsp90 set2 = reduces growth (ATP signal) of yeast expressing P. falciparum Hsp90. AID 504621. 0.32% of 310,000 active. S. cerevisiae expressing PfHsp90, BacTiter-Glo ATP, 48 h; yeast lacking PDR1 and PDR3 efflux regulators. inhibition, % at 9.4 µM;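 active means every replicate shows inhibition above about 80%, whatever the replicate mean, limit read from the data; inconclusive means mean inhibition reaches the set limit but some replicate falls short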;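 further: 0% = DMSO neutral controls and 100% = 20 µM radicicol positive controls; yeast relying on Plasmodium falciparum Hsp90 in place of its own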
# PKA-R1A act = activators of PKA-R1A complex; P00514+P68181; PKA-R1A dissociation, Cy5-IP20 fluorescence polarization; scaled: DMSO 0%, 113 µM cGMP 100%; activation, % at 11.4 µM; 0.083% of 340,000 active; AID 504707;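 active means percent activation above the mean of all tested compounds plus 3 SD, cut at about 19% in these data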;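 further: higher means more PKAc released from R1A so a rise in polarization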
# * = called active by the depositor; ? = inconclusive; nt = no result given.
SMILES,phage Ecoli inh,Ecoli viability,HTR5A inv ag,MOR-DOR ag,OPRM1-OPRD1 inv,SUMO Mot1 rescue,PKA-R2B activ,Tat transport,AddAB inh,PfHsp90 set2,PKA-R1A act
COc1ccc(C(=O)c2coc3ccc(O)c(CN4CCCCC4)c23)cc1,1.4,-2.9,10,-0.9,5,-7,0,-9,3.8,-12,4
COc1cccc(-c2nnc(SCC3CNC(=O)O3)n2-c2ccc(Cl)cc2)c1 (stereo not drawn),2.0,0.3,4,-3.2,16,-8,-1,-3,3.3,15,1
C=CCn1c(CCNC(=O)c2cccs2)n[nH]c1=S,3.2,-0.2,-2,-0.5,3,-18,1,6,-1.9,-28,0
O=[N+]([O-])c1ccc2c(c1)nc1n2CCSC1,2.5,2.9,-4,-0.5,3,6,1,0,2.6,-32,-7
N#Cc1cc2c(nc1SCc1ccccc1)CCCC2,3.0,1.0,-15,-0.6,3,-2,-17,3,1.8,-9,-1
COc1ccccc1CCC(=O)Nc1ccc2c(c1)CN(Cc1ccc(C)o1)CC2,0.3,-0.8,17,-0.9,5,-4,5,-1,4.9,-5,-7
COc1ccc2[nH]cc(CCNC(=O)CC[C@H]3O[C@@H](n4cc(C)c(=O)[nH]c4=O)C[C@@H]3O)c2c1,2.1,-1.2,0,-3.5,17,nt,-8,6,1.2,-3,-6
NC(=O)CC(NC(=O)Cc1cccc2ccccc12)c1ccc(NC2CCCCCCC2)c([N+](=O)[O-])c1 (stereo not drawn),2.1,0.8,2,-1.6,9,10,-4,-3,2.7,-9,-1
C[C@H]1CN([C@@H](C)CO)C(=O)Cc2cc(NC(=O)Cc3cn(C)c4ccccc34)ccc2O[C@@H]1CN(C)S(=O)(=O)c1cn(C)cn1,1.8,-0.9,16,-3.4,16,nt,-6,-4,1.9,-6,-2
COc1ccc(NC(=O)C2CCCC2)cc1,3.6,1.2,9,-1.5,7,-1,7,-6,4.8,-4,1
COc1ccc(C(=O)/C=C/c2cccs2)c(OC(=O)N2CCOCC2)c1,3.7,-3.6,4,-3.2,16,-16,-6,0,3.7,-7,2
NC(=O)C1CCN(C(=O)CN2CCc3ccccc32)CC1,0.6,-1.4,-12,-0.2,1,-8,-14,-7,0.0,-4,-8
CCN(CC)S(=O)(=O)c1ccc(NC(=O)Cn2c(=O)oc3ccccc32)cc1,2.3,-0.3,6,-2.1,13,7,-3,-4,1.1,nt,-7
CCOC(=O)C1CCN(C(C(=O)Nc2ccc3c(c2)OCCO3)c2ccccc2)CC1 (stereo not drawn),1.7,-0.8,-15,-3.4,18,nt,-8,6,-0.3,-18,7
Cc1ccc(NC(=O)C2CCCN(c3ncnc4c3nc3n4CCCCC3)C2)nc1 (stereo not drawn),1.1,0.6,5,-1.2,6,-23,0,3,-0.1,-33,-10
O=C(CCc1nc2ccccc2c(=O)[nH]1)NCCN1C(=O)S/C(=C\c2ccc(Cl)cc2Cl)C1=O,2.9,-1.5,5,-0.3,2,-1,-12,-5,-0.7,nt,-4
Oc1ccc(-c2nnc(SCc3ccccc3)o2)cc1,1.2,-2.5,29,-0.1,0,-2,-3,2,1.7,-26,-4
O=C1c2c(O)cccc2Cc2cccc(O)c21,1.4,-3.3,-17,4.7,-26,-5,-1,-2,2.9,1,8
COc1cc2c(cc1OC)C(c1cccs1)N(C(=O)c1ccc(S(=O)(=O)N(C)C)cc1)CC2 (stereo not drawn),-2.5,-1.0,-9,-1.0,5,-2,6,10,-0.8,-11,-4
S=C(c1cccs1)N1CCN(c2ccccc2)CC1,4.7,nt,2,-3.5,15,nt,-8,13,nt,-16,-3
Cc1nn(CCc2nc(-c3ccco3)cs2)c2[nH]c(=O)cc(C(F)(F)F)c12,1.6,-3.2,8,-2.7,16,-7,-6,7,-0.6,1,-7
N=C(N)SCc1ccc(Cl)c2ccccc12,3.6,nt,-14,1.5,-7,nt,-1,-1,nt,-23,3
CN1CCc2ccccc2C1C1CCNCC1 (stereo not drawn),1.0,-3.7,-13,1.1,-6,-9,-6,-4,1.3,4,8
COc1ccc(OC)c(NC(=O)C2CCN(C(=O)C3CC(=O)N(c4ccc(C)cc4)C3)CC2)c1 (stereo not drawn),2.3,-2.3,-4,-0.7,4,-8,-7,0,-2.0,-16,7
CCN(CC(=O)Nc1cccc(S(=O)(=O)N2CCOCC2)c1)Cc1ccccc1,0.3,1.0,-3,-2.8,14,nt,-16,4,3.4,nt,1
O=C1CC(N2CCOCC2)C(=O)N1c1cccc(Cl)c1 (stereo not drawn),2.6,-0.5,15,-0.7,3,2,6,-10,0.9,-19,1
COc1ccc(N2CCN(C(CNC(=O)C(=O)NCCCO)c3ccco3)CC2)cc1 (stereo not drawn),3.3,0.1,-15,-1.7,9,0,-7,28,0.9,2,-10
CC1C=CCC2C(=O)N(c3cccc(C(=O)N4CCN(c5ccc(F)cc5)CC4)c3)C(=O)C12 (stereo not drawn),3.5,-0.7,7,-1.5,8,2,0,2,1.3,0,-2
Cc1ccc(C)c(S(=O)(=O)C(C#N)c2nc3ccccc3nc2N2CC(C)OC(C)C2)c1 (stereo not drawn),3.3,0.1,5,0.2,-1,-14,-9,-3,4.4,-10,1
CC1CCN(S(=O)(=O)N2CCC(C(=O)NCCN3CCOCC3)CC2)CC1,0.8,-0.5,0,-3.3,15,2,11,-2,0.6,-10,-5
Cc1ccc(C(C)C)c(OCCn2c(=O)oc3ccccc32)c1,2.0,-0.8,13,5.7,-32,223,-9,6,1.6,-6,4
O=C1C=CC(=O)N1CCCCCCCCCCN1C(=O)C=CC1=O,1.3,nt,10,0.2,-1,nt,-9,-9,nt,107*,-2
Cc1ccc(NCCC(=O)c2cccc([N+](=O)[O-])c2)cc1,1.4,1.7,-1,3.8,-20,11,10,8,2.1,nt,-3
CCOc1ccc(S(=O)(=O)N2CCOCC2)cc1NC(=O)Cc1c(F)cccc1Cl,1.0,0.5,-2,0.0,0,61,4,7,2.0,0,-1
COc1ccc(OC)c(NC=C2C(=O)OC(C)(C)OC2=O)c1,3.0,3.1,17,-1.2,7,21,-5,-6,0.1,18,1
C=CCOc1ccc2c(c1)c(S(=O)(=O)c1ccc(C)cc1)cn2COC,-0.8,-1.7,-9,2.2,-14,-21,1,1,0.6,-18,4
CN(c1ccccc1)S(=O)(=O)c1ccc(C(=O)NCC(c2ccco2)N2CCCCC2)cc1 (stereo not drawn),1.4,-1.2,9,-0.9,5,12,-1,-2,0.3,-7,-3
CCN(C(=O)COC(=O)c1cccnc1Nc1ccccc1F)C1CCS(=O)(=O)C1 (stereo not drawn),1.6,1.1,-3,-1.4,7,-8,11,-10,0.6,-1,-3
CC1=CC(=C(C#N)c2nc3ccccc3s2)C=C(C)N1CC1CCCO1 (stereo not drawn),-1.5,2.7,24,-4.3,21,62,-3,4,1.8,6,-2
CN(CC(=O)Nc1ccccc1Cl)C(=O)COC(=O)c1cc([N+](=O)[O-])ccc1N1CCOCC1,3.5,0.9,-19,-1.6,10,6,8,-6,-0.9,nt,-1
N#C/C(=C\Nc1ccc2c(c1)OCCO2)c1nc2ccccc2[nH]1,0.8,-1.3,0,2.3,-13,935*,6,10,4.8,9,4
COC(=O)/C(C#N)=C/c1ccc(-c2ccc(S(N)(=O)=O)cc2)o1,0.2,0.5,-15,-1.4,7,3,4,2,-0.8,10,10
COc1cccc(C2C(C(=O)OC(C)C)=C(C)Nc3ncnn32)c1 (stereo not drawn),1.2,-0.6,23,-2.9,14,-7,-8,?,-0.7,-19,4
COCc1c(C(=O)NCCOc2ccc(Cl)cc2)oc2ccccc12,1.9,-1.1,2,0.4,-2,-2,-3,6,-0.9,-39,-12
CCCCC(C(=O)O)C(C)CC(=O)Nc1ccn(-c2ccccc2)n1 (stereo not drawn),0.9,-1.9,1,-1.8,9,-10,4,3,-0.8,-14,1
Cn1c(CC(=O)Nc2ccccc2)nnc1SCC(=O)Nc1ccc(N2CCOCC2)cc1,1.4,-0.1,-30,-2.3,12,7,7,10,3.6,26,6
O=c1c2c3c(sc2n(CCN2CCCCC2)c(=O)n1Cc1ccco1)CCCCC3,3.1,-1.4,10,2.1,-12,-9,-9,0,1.6,nt,15
O=C(COC(=O)CN1C(=O)c2ccccc2C1=O)Nc1ccccc1,0.5,-3.1,-1,1.7,-8,-5,8,-5,0.9,15,-3
COc1ccc2nc(C)cc(Nc3ccc(C(=O)O)cc3)c2c1,nt,0.7,15,-3.0,13,6,0,4,1.2,-10,-5
CSc1cccc(NS(=O)(=O)c2ccc3c(c2)NC(=O)C(C)C(=O)N3)c1 (stereo not drawn),2.6,-0.8,-17,-1.0,6,63,10,3,1.0,-6,4
Cc1ccc(S(=O)(=O)N2[C@@H](c3ccc4c(c3)OCO4)C(C(=O)O)=C[C@H]2CC2CCCC2)cc1,-0.6,-2.0,-4,-1.1,5,nt,-11,12,0.5,-14,-7
CCCc1cc(C(=O)N/N=C/c2ccc(CC)s2)c2ccccc2n1,0.1,-3.5,-19,-0.8,4,18,-2,3,-2.8,-40,-2
CCOC(=O)c1cnn(C)c1NC(=O)c1ccc([N+](=O)[O-])cc1,3.2,-1.1,11,1.9,-16,-17,-9,3,2.2,28,10
N#Cc1nc(-c2ccc(F)cc2)oc1NCc1ccco1,2.7,3.4,-2,-1.0,5,-1,-1,-8,-0.3,0,-4
Cn1c(CN2CCOCC2)nnc1SCC(=O)Nc1cc(Cl)ccc1Cl,1.5,2.6,10,0.2,-1,611*,2,-4,5.0,-57,14
Cc1cccc(NC(=S)N2CCN(c3ccccn3)CC2)c1,1.5,-0.8,-2,-3.9,19,16,5,2,1.0,-12,7
Cc1ccc(-c2nc3ccccc3c(C(=O)NCc3cccs3)c2C)cc1,1.1,-1.4,9,-0.5,2,148,12,0,2.0,0,-1
Cc1nn(CCCC(=O)N2CCN(c3ccc(F)cc3)CC2)c(C)c1[N+](=O)[O-],2.4,0.9,11,-2.5,12,-2,6,-6,0.5,-6,3
Cc1ccccc1C(=O)NC(=S)Nc1ccccc1C(=O)O,0.5,-1.3,-7,-3.2,17,-18,-8,1,0.1,-8,9
O=C(CS(=O)c1ccc(C(F)(F)F)cc1[N+](=O)[O-])Oc1ccccc1 (stereo not drawn),2.8,-1.3,-13,9.8,-58,214,-9,-7,-0.9,-9,-4
